FUS yeast rescue: FUS proteinopathy suppression in yeast. S. cerevisiae FUS-expressing, growth rescue, OD600, 24 h. Potency, µM (top dose mostly 76.6 µM), for inactives: at the highest dose growth rescue (activation), actives largely listed as activators. 390,000 tested, 0.24% active;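 note: potency is the fitted concentration of half-maximal effect; plate controls were DMSO vehicle for no effect and reference control for full effect; nearly all actives have a fitted effect of over 55% in size; some results filed as inactive show a strong effect at the top dose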
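FUS-expressing yeast, raffinose-pregrown, induced in 2% galactose minimal medium at OD 0.005; compounds in a dilution series, 24hr at 30C. Growth restoration read as absorbance at 600 nm. CP55940 positive control, DMSO negative.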
GLP1R inv ag: inverse agonists of human GLP-1 receptor | AID 624417 | Potency, µM (titrated, usually from 38.3 µM), for the others: at the highest dose activity change, negative = inhibition, hits mostly inhibitors | HEK293 GLP-1R CRE-luciferase, luminescence, 24 h; GLP-1R form is constitutively active | P43220 | 410,000 tested, 1.6% active; note: potency is the fitted concentration of half-maximal effect; % is set by controls: 0 for no effect and ±100 for the full control effect; nearly all actives have a fitted effect of over 55% in size
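GLP-1R inverse agonism mode: basal reporter luminescence in engineered HEK293 cells measured after one day of compound exposure at 37 deg C, with a 12 min room-temperature detection step.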
PTHR1 agonist: PTHR1 (human) receptor agonism. HEK293 GP2 PTHR1 cells, GloSensor cAMP luminescence, 1 h. AID 743266. 410,000 tested, 0.075% active. Potency, µM (top dose mostly 115 µM), without a hit: top-dose activation, most hits filed as activators. Q03431; note: potency is the fitted concentration of half-maximal effect; nearly all actives have a fitted effect of over 55% in size; some results filed as inactive show a strong effect at the top dose; inactives centre near -15; many of its hits are not listed in these tables
Target sequence (Q03431 whole entry, looked up): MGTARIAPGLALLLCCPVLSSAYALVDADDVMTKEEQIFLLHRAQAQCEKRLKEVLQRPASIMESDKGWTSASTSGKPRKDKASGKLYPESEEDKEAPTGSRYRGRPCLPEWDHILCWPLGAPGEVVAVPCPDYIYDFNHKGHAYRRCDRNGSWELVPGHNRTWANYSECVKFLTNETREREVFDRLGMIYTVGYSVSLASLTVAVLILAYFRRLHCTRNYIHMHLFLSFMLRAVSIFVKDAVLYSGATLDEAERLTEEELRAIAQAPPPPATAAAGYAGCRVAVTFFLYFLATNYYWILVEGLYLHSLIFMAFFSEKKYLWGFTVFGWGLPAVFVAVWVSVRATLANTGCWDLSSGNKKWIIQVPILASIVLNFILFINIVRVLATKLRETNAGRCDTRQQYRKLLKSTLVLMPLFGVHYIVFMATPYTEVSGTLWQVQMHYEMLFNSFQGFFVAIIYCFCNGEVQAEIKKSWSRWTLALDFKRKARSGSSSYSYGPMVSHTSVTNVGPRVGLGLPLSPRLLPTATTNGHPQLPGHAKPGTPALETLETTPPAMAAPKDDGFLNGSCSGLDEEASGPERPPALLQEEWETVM
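HEK-293-derived GP2 cells expressing PTHR1 and a GloSensor cAMP reporter, 3,000/well, plated overnight, given luciferin plus IBMX (each 0.5 mM as added) for 1 h at 37 °C, then compound for 1 h at 37 °C. Luminescence was read after 15 min at room temperature.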
D3 antag: antagonists of human D3 dopamine receptor; P35462; D3R cells, DiscoveRx beta-arrestin luminescence, antagonist mode; hits give low values; max response, negative = inhibition, %; 360,000 tested, 2.5% active; AID 652054; in the data active = max response below about -50%; inconclusive = no clear call, values can overlap the other calls; note: % is set by controls: 0 for no effect and ±100 for the full control effect; mostly tested at two doses, the higher about 12 µM
Target sequence (P35462 whole entry, looked up): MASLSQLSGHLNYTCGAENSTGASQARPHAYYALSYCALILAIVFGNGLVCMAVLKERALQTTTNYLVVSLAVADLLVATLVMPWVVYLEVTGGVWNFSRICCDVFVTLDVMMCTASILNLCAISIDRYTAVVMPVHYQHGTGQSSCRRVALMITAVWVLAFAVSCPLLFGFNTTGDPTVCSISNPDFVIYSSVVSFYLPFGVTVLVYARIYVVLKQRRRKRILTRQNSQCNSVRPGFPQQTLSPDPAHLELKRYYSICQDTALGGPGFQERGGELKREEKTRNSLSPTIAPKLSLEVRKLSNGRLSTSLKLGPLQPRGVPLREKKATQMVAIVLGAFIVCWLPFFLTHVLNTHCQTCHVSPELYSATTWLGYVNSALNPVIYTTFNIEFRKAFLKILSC
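Cells expressing the human receptor were seeded at 1500 cells/well, incubated overnight at 37 degrees C in 5% CO2, then exposed to library compounds with dopamine controls for 90 minutes at 37 degrees C before luminescent detection.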
aSyn yeast inh: inhibitors of alpha-synuclein toxicity in yeast. Potency, µM (highest dose often 46.1 µM), for the others: top-dose growth rescue (activation), hits mostly activators. AID 652106. 370,000 tested, 0.14% active. Yeast expressing alpha-synuclein, growth rescue, BacTiter-Glo, 24 h; note: potency is the fitted concentration of half-maximal effect; % of control where 0% means no effect; nearly all actives have a fitted effect of over 65% in size
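Readout is rescue of growth in alpha-synuclein-expressing yeast, so inhibitors of toxicity appear as activators. Growth after 24 hr at 30 deg C in galactose medium is quantified by luminescence.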
TDP43 rescue: inhibitors of TDP-43 toxicity in yeast; AID 652104; TDP-43 expressing yeast growth rescue, BacTiter-Glo, 24 h; 410,000 tested, 1.8% active; Potency, µM (highest dose often 46.1 µM), for inactives: at the highest dose growth rescue (activation), usual class: activators; note: potency is the fitted concentration of half-maximal effect; % of control where 0% means no effect; nearly all actives have a fitted effect of over 50% in size
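Yeast expressing TDP-43 (pregrown in raffinose, seeded at OD600=0.02 in galactose medium) exposed to compounds 24 hr at 30 deg C. Growth read by BacTiter-Glo luminescence; rescue of toxicity appears as increased signal.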
GLP1R ag: activates the human GLP-1 receptor; HEK293 GLP-1R CRE-luciferase, luminescence, 4-6 h; cells express a hypersensitive GLP-1R form; AID 624172; Potency, µM (highest dose often 45.6 µM), inactives show top-dose activation, most hits filed as activators; 380,000 tested, 0.007% active; P43220; note: potency is the fitted concentration of half-maximal effect; % of control where 0% means no effect
Akt phos inh: Akt phosphorylation inhibition | Neuro2A IGF-stimulated pAkt S473 HTRF, 20 min; hits give low values | 360,000 tested, 0.32% active | activity change, % for hits at 50 µM; in the data active = activity change below about -80%; inconclusive = mostly about -51% to -80%; note: % is set by controls: 0 for no effect and ±100 for the full control effect
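Neuro2A cells in DMEM with 0.5% FBS, overnight at 37 deg C, given compound at single 50 µM final, then IGF (6 nM final) for 20 min at 37 deg C. Lysed; phospho-Akt Ser473 by HTRF after 24 h, 665/615 ratio.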
Abeta yeast res: restores growth of yeast expressing A-beta42 peptide; yeast expressing A-beta42, growth rescue, OD600, 48 h; response scale: 0% DMSO, 100% iron-clioquinol control; Potency, µM (doses to about 46.1 µM), without a hit: at the highest dose growth rescue, actives largely listed as activators; 410,000 tested, 0.063% active; AID 1347071; note: potency is the fitted concentration of half-maximal effect; nearly all actives have a fitted effect of over 55% in size
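Yeast growth medium received pinned compounds, then yeast cells expressing toxic A-beta were added; plates incubated at 30 C for 48 hr. Growth read as absorbance at 600 nm, normalized to DMSO and equimolar FeCl3 plus clioquinol controls.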
Numbers without * were called inactive; i = inactive; ? = inconclusive; . = no result given; & = joins results of further samples; [ ] = another dose, or the depositor's remark. Unless noted, calls come from the whole dose curve; as a rule, active = well fitted curve in the direction sought with a large enough effect; inconclusive = small, poorly fitted or top-dose-only effect, or another doubt; inactive = no such curve, though single readings can be large; an effect the other way counts as inactive or inconclusive.

nr | SMILES | aSyn yeast inh | Abeta yeast res | FUS yeast rescue | GLP1R ag | Akt phos inh | TDP43 rescue | GLP1R inv ag | PTHR1 agonist | D3 antag
1 | CCCOc1ccc(Cn2ccnc2)cc1[N+](=O)[O-] | -2% | 3% | . | 13% | i | 3% | 14% | -17% | -8
2 | Cc1c(N/C=C(\Cl)C(=O)C(F)(F)F)c(=O)n(-c2ccccc2)n1C | 5% | -2% | 12% | 1% | i | ? | 24% | -4% | 4
3 | CC(=O)C(Sc1ncnc2sc3c(c12)CCCC3)C(C)=O | ? | ? | 7% | 3% | i | 18µM* | 17% | -12% | 3
4 | Cc1cccc(NC(=O)c2ccc([N+](=O)[O-])o2)c1C | -23% | -9% | -7% | -1% | i | ? | -8%[0.307 µM] | i | 13
5 | CCC(C)N1C(=O)N(C)C2NC(=O)NC21 (stereo unspecified) | 1% | -7% | -12% | -3% | i | 1% | 15% | i | 1
6 | Cc1ccc2c(c1)N(S(=O)(=O)c1cc(-c3onc(C)c3C)ccc1C)CCO2 | -4% | 9%&-4% | 27%&23% | -5% | i | 7%&16% | ? | -90%&-10%[inhibitor] | 24
7 | CCc1ccc(NC(=O)CC(c2cc(OC)c(OC)c(OC)c2)N2Cc3ccccc3C2=O)cc1 (stereo unspecified) | 0% | -7% | -7% | 14% | . | 0% | 4% | i | .
8 | Cc1ccccc1OCC(=O)OCC(=O)NCC1CCCCC1 | 9% | 2% | -14% | 0% | i | 12% | 16% | i | -7
9 | CN(CC(=O)OCC(=O)c1c(N)n(C)c(=O)n(C)c1=O)S(=O)(=O)c1ccc(Cl)cc1 | 2% | 1% | 11% | 16% | i | -10%[0.397 µM] | ? | -12% | 3
10 | CCn1cnc2c1c(=O)n(CC(=O)O)c(=O)n2Cc1ccccc1 | 1% | 7% | 12% | 2% | i | 0% | 28% | i | -3
11 | O=C(NNC(=S)NC1CCCCC1)c1ccccc1O | -6% | -2% | -23% | -2% | i | 8% | -28% | -35%[inhibitor] | 2
12 | CCCn1c(NC(=O)c2ccc(Br)cc2)nc2ccccc21 | 2% | -1% | -23% | -10% | -87%* | -6% | 4% | i | 25
13 | O=C(NCCOc1ccccc1)[C@@H]1CCCN1C(=O)c1cccs1 | -9% | 3% | 16% | 7% | i | -23% | -21% | i | -4
14 | Cc1cccc(S(=O)C(c2ccccc2)c2ccccc2)c1 (stereo unspecified) | 0% | -34%[inhibitor] | 4% | -4% | i | 22% | ? | i | -9
15 | COc1ccc([C@H]2N[C@]3(CCCN(Cc4ccc(C(F)(F)F)cc4)C3=O)[C@H]3C(=O)N(C)C(=O)[C@@H]23)cc1 | -2% | -11% | 10% | -4% | i | 25% | -28% | -32%[inhibitor] | -9
16 | COc1ccccc1C(=O)O/N=C(\c1ccccc1)c1ccncc1 | ? | 17% | 14% | 33% | i | -10%[0.397 µM] | 31%[activator] | -10% | 35
17 | Cn1c(=O)c2c(nc(OCc3cccnc3)n2Cc2ccccc2)n(C)c1=O | 2% | -36%[inhibitor] | -16% | 23% | i | 15% | 27% | -22%[57.5 µM] | 18
18 | CCN(CC)CCCNC(=O)C1c2ccccc2C(=O)N(C)C1c1ccc(OC)cc1 (stereo unspecified) | -4% | -3% | -11% | -12% | i | 22µM* | 9% | 14% | -52*
19 | Cc1ccc(/C(O)=C2\C(=O)C(=O)N(C)C2c2ccccc2[N+](=O)[O-])cc1 (stereo unspecified) | -8% | -12% | 13% | 0% | i | 2% | -25% | i | 0
20 | CC(Oc1ccc2ccc(=O)oc2c1)C(=O)c1ccccc1 (stereo unspecified) | 3% | 2% | 1% | 11% | i | 0% | 27% | -16% | 80

Overlap with the part before: 4 entries, followed by the next part.
nr | SMILES | aSyn yeast inh | Abeta yeast res | FUS yeast rescue | GLP1R ag | Akt phos inh | TDP43 rescue | GLP1R inv ag | PTHR1 agonist | D3 antag
17 | Cn1c(=O)c2c(nc(OCc3cccnc3)n2Cc2ccccc2)n(C)c1=O | 2% | -36%[inhibitor] | -16% | 23% | i | 15% | 27% | -22%[57.5 µM] | 18
18 | CCN(CC)CCCNC(=O)C1c2ccccc2C(=O)N(C)C1c1ccc(OC)cc1 (stereo unspecified) | -4% | -3% | -11% | -12% | i | 22µM* | 9% | 14% | -52*
19 | Cc1ccc(/C(O)=C2\C(=O)C(=O)N(C)C2c2ccccc2[N+](=O)[O-])cc1 (stereo unspecified) | -8% | -12% | 13% | 0% | i | 2% | -25% | i | 0
20 | CC(Oc1ccc2ccc(=O)oc2c1)C(=O)c1ccccc1 (stereo unspecified) | 3% | 2% | 1% | 11% | i | 0% | 27% | -16% | 80
21 | CN(CC(=O)Nc1ccccc1C(F)(F)F)C(=O)CSc1nnc(N)s1 | -8% | -7% | -13% | 11% | i | -18% | -17% | -13% | 1
22 | COC(=O)C1CCN(S(=O)(=O)c2c[nH]c(=O)[nH]c2=O)CC1 | -4% | -9% | -19% | -1% | i | -1% | 13% | i | -23
23 | CSc1ccccc1NC(=O)CN1CCCCC1 | -4% | -10% | -3% | 11% | i | 0% | ? | i | 8
24 | COc1ccc(NC(=O)CSCC(=O)Nc2sccc2C#N)cc1 | -1% | -6% | 22% | 6% | i | -29% | -10% | 1% | -19
25 | Cc1ccccc1NC(=O)CS(=O)(=O)c1cccc2nsnc12 | -3% | -13% | -11% | 3% | . | 18% | -23% | 10% | .
26 | O=C(Cc1c(F)cccc1Cl)Nc1ccccc1N1CCCCC1 | 0% | 9% | -23% | -1% | i | 14% | ? | 15% | 2
27 | CCOC(=O)c1c(S(=O)(=O)Nc2ccc(F)cc2C)c(C)n(C)c1C | 2% | -2% | 14% | 4% | i | 4% | -29% | i | 2
28 | COc1ccccc1N1CCN(C(=O)C(C)NC(=O)c2ccco2)CC1 (stereo unspecified) | 5% | 4% | . | -9% | i | 2% | -4% | i | -14
29 | Cc1ccc(NC(=O)COC(=O)CCc2c(C)nc3ncnn3c2C)cc1C | -9% | 7% | 8% | 10% | i | -7% | 1% | i | 7
30 | COc1c2ccccc2nn1C(C)C | 2% | 1% | -22% | 0% | i | 10% | 0% | -4% | 0
31 | Cc1ccc(-c2c3c(=O)n(C)c(=O)n(C)c3c3n2-c2ccccc2NC3c2ccc(C)cc2O)cc1 (stereo unspecified) | . | -48%[inhibitor] | ? | . | . | 2% | 10µM* | -20% | .
32 | COc1ccc2c(-c3ccccc3)cc(SCC(=O)N(C)C)nc2c1 | -17% | -26% | 44% | 2% | i | 22µM* | -19%[7.66 µM] | i | 5
33 | CN(C)S(=O)(=O)c1ccc(C(=O)NC2CCCc3ccccc32)cc1 (stereo unspecified) | -4% | -10% | -4% | 2% | i | 0% | -2% | -4% | -4
34 | CCOc1ccc(N(CC(=O)Nc2ccc(C)cc2)S(=O)(=O)c2c(C)[nH]c(=O)[nH]c2=O)cc1 | -2% | -4% | 18% | 0% | i | 10% | -5% | -10% | -15
35 | CC1CCN(S(=O)(=O)N2CCC(C(=O)NCc3ccc4c(c3)OCO4)CC2)CC1 | -9% | -16% | 5% | -3% | i | 17% | -18% | -18% | 4
36 | CC(c1ccccc1)C(NC(=O)OCC1c2ccccc2-c2ccccc21)C(=O)O (stereo unspecified) | -27% | -5% | 17% | -1% | i | 9% | 7% | i | 7
37 | O=C(Oc1ccc(-c2nnco2)cc1)N1CCOCC1 | -1% | 11% | -1% | -6% | i | -7% | 4% | -20% | 15
38 | CCOc1ccc(CCNC(=O)C2CCCN(c3nn4c(=O)cc(C)nc4s3)C2)cc1OCC (stereo unspecified) | 2% | -2% | 10% | -21% | i | 4% | -17% | -5%[57.5 µM] | -3
39 | Cc1cc(F)ccc1S(=O)(=O)N1CCCOC1CNC(=O)C(=O)NCc1cccnc1 (stereo unspecified) | -4% | 4% | 8% | -10% | i | -2% | 0% | -5% | -2
40 | CC(=O)c1cccc(NC(=O)NNC(=O)c2ccc3ccccc3c2)c1 | 8% | 1% | -3% | -1% | i | -6% | 4% | -94%[inhibitor] | 1

The listing continues.
nr | SMILES | aSyn yeast inh | Abeta yeast res | FUS yeast rescue | GLP1R ag | Akt phos inh | TDP43 rescue | GLP1R inv ag | PTHR1 agonist | D3 antag
41 | Cc1cc(=O)n(CCO)c(O)c1C#N | -1% | -8% | 27% | -8% | i | 6% | -6% | -13% | -23
42 | Cc1ccc(-n2nnnc2SCC(=O)c2cc(C)n(-c3cc(C)on3)c2C)c(C)c1 | 2% | -7% | ? | 0% | i | -7% | ? | -7%[57.5 µM] | -19
43 | CC(C)c1nnc(N2C(=O)c3oc4ccccc4c(=O)c3C2c2ccccc2F)s1 (stereo unspecified) | . | -8% | -1% | . | . | ? | -2% | i | .
44 | Cc1cccc(N2C(=O)CS/C2=N\NC(=O)c2ccc(Br)cc2)c1C | 11% | -7% | 29% | 6% | . | 0% | 2% | i | -79*
45 | CCOC(=O)C1=C(c2ccccc2)NC(=S)NC1c1cccc([N+](=O)[O-])c1 (stereo unspecified) | 14% | -9% | . | 1% | i | 13% | -4% | -12% | 48

Entries shown so far that have a CF3 group (3):
nr | SMILES | aSyn yeast inh | Abeta yeast res | FUS yeast rescue | GLP1R ag | Akt phos inh | TDP43 rescue | GLP1R inv ag | PTHR1 agonist | D3 antag
2 | Cc1c(N/C=C(\Cl)C(=O)C(F)(F)F)c(=O)n(-c2ccccc2)n1C | 5% | -2% | 12% | 1% | i | ? | 24% | -4% | 4
15 | COc1ccc([C@H]2N[C@]3(CCCN(Cc4ccc(C(F)(F)F)cc4)C3=O)[C@H]3C(=O)N(C)C(=O)[C@@H]23)cc1 | -2% | -11% | 10% | -4% | i | 25% | -28% | -32%[inhibitor] | -9
21 | CN(CC(=O)Nc1ccccc1C(F)(F)F)C(=O)CSc1nnc(N)s1 | -8% | -7% | -13% | 11% | i | -18% | -17% | -13% | 1

Source: PubChem

This is a subset. The share of hits here may be higher or lower than overall.
